FN deposition inh: inhibitors of fibronectin matrix deposition, primary screen, AH1F cells, Alexa488-fibronectin fluorescence, plate reader | AH1F fibroblasts, overnight | inhibition, % at 12.6 µM | hit rate 0.086% among 350,000 | AID 743247, 2014;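 active means mean inhibition across replicates of 30% or more, regardless of how many single replicates reach that level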;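 further: positive control wells lacked labelled fibronectin entirely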
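Material: AH1F fibroblast monolayer depositing Alexa488-labelled fibronectin into matrix | Input: 10000 AH1F cells/well | Medium: DMEM plus 2% serum, read in PBS | Reagent: Alexa488-fibronectin, 24 nM final in well | Compound dosing: One dose per compound, pinned | Schedule: 1 h adhesion, overnight exposure | Measured by: Fluorescence at 485 nm excitation, 525 nm emission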
PAX8 inh HTS: inhibitors of PAX8-driven TPO luciferase reporter, primary screen, RMG-I cells, single concentration; AID 652154, 2013; hit rate 1.2% among 360,000; inhibition, % at 12.6 µM; SteadyGlo, 24 h;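 active means mean replicate inhibition at least 60% with every replicate also reaching 60%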;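 further: luciferase light reporting Pax8 driven TPO promoter activity; plate controls were median of neutral control wells for no effect and mitoxantrone controls for full effect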
Cneo AK release: Cryptococcus neoformans cell lysis inducers, primary screen, AK release luminescence, single concentration; C. neoformans lysis, adenylate kinase release luminescence, 4 h; normalised: neutral wells 0, clomiphene wells 100; lysis activity, % at 15 µM; hit rate 0.2% among 360,000; AID 651654, 2012;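 active means mean lysis activity across replicates of at least 80%, whatever share of replicates individually reach that level; inactive means mean lysis activity below 80%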
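Schedule: static 4 h at 37 °C with compound, 1 h detection; system: C. neoformans cells; benchmarks: Clomiphene as positive control; buffer or medium: fresh YPD medium; measure: luminescence rise reflecting yeast cell lysis; measured by: luminescent adenylate kinase detection reagent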
LGR2 antag: inhibitors of bursicon-induced LGR2 CRE-luciferase signal, primary screen, cell-based, HEK293, CRE-luciferase reporter, bursicon stimulation; bursicon-stimulated, 4 h; inhibition, % at 9.99 µM; hit rate 0.35% among 380,000; AID 720647, 2013;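 active means drop in luminescence signal, shown as inhibition above about 50% in the replicate tests, limit read from the data, passing the limit was not always enough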;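 further: agonist challenge used bursicon conditioned medium at about half maximal strength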
PGC1a acetyl inh: inhibitors of PGC1a acetylation signal, primary screen, cell-based, U2OS, AlphaScreen, inhibitor mode | hit rate 0.17% among 350,000 | inhibition, % at 15.6 µM | AlphaScreen anti-acetyl-lysine; with virally co-expressed GCN5 acetyltransferase;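 active means every replicate shows inhibition of at least 40%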;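 further: 0% = neutral control wells and 100% = positive control wells; some results beyond the cut were filed as inactive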
miR122 inh: miR-122 Renilla sensor signal increase in Huh7, primary screen, miR-122 inhibitor project, cell-based, single point, plate reader. Huh7 miR-122 Renilla luciferase sensor, 48 h; neutral wells = 0, positive control = 100. activation (reporter increase), % at 12.5 µM. hit rate 0.3% among 340,000. AID 602342, 2012;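 active means mean replicate activation score at least 90 and every replicate individually at or above 90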;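 further: higher luciferase means less miR-122 activity so hits act as miR-122 inhibitors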
Casp6 inh: human caspase-6 inhibitors, primary screen, biochemical, VEID-R110 fluorescence, single point, set 2; P55212; purified caspase-6, Z-VEID-R110 cleavage fluorescence; inhibition, % at 12.5 µM; hit rate 0.53% among 350,000;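 active means mean inhibition across replicates at least about 35%, with every replicate also reaching that limit, limit read from the data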;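 further: 0% = median of neutral control wells and 100% = no fluorescence left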
Target sequence (P55212 24-179 limits assumed): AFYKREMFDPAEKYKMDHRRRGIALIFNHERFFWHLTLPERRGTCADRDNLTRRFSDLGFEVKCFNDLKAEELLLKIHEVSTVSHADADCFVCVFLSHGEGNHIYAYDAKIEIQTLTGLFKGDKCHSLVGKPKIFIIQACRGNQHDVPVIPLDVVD
Target sequence (P55212 194-293 limits assumed): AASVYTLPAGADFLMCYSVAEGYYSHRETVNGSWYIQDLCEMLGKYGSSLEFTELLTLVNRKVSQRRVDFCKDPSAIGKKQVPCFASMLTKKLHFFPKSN
EWS-Fli block: EWS/Fli-driven NR0B1 reporter inhibitors, primary screen, A673 cells, NR0B1 luciferase, luminescence, MLPCN library. viability-normalised. inhibition, % at 12.6 µM. hit rate 0.67% among 350,000;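 active means mean inhibition of at least 50% after viability correction, with every replicate also passing that limit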;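 further: firefly luciferase signal divided by Alamar Blue viability fluorescence both relative to DMSO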
* marks the source's active call; other numbers are inactive results; nt = no result given; & = joins results of further samples; [ ] = dose if it differs, or a comment.

Every second line gives: FN deposition inh	PAX8 inh HTS	Cneo AK release	LGR2 antag	PGC1a acetyl inh	miR122 inh	Casp6 inh	EWS-Fli block
#1 CCOC(=O)Cc1nnc(Nc2ccc(C(=O)NC)cc2)c2ccccc12
 : -2	11	nt	nt	1	nt	-4	4
#2 CSc1ccccc1NS(=O)(=O)c1cccc2nonc12
 : nt	22	0	5	4	39	9	-12
#3 O=C(COC(=O)c1ccc[nH]c1=O)NCCc1ccc(Cl)cc1Cl
 : 6	-35	-1	-47	9	nt	-2	-178
#4 O=C(Cc1cccs1)Nc1ccc(F)c(F)c1
 : -1	8	-1	-6	12	-3	12	-7
#5 COc1ccc(C#Cc2ccc3c(c2)[C@@H]2[C@@H](CCN2C(=O)c2ccccc2F)[C@H](CO)N3)cc1
 : -2	-17	5	-8	6	1[16.7 µM]	nt	-10
#6 C=CCn1c(O)c(N=NC(=S)Nc2ccc(OC)cc2)c2ccccc21
 : 14	33	-1	7	15	4	nt	nt
#7 COc1ccc(C(=O)N2CCN(S(=O)(=O)N3CCOCC3)CC2)cc1OC
 : nt	nt	0	9	-9	4	nt	nt
#8 COc1ccc(C(=O)/C=C/c2ccc(OC)c(COc3ccccc3F)c2)cc1
 : -4	9	0	-17	-1	15	nt	nt
#9 Cc1ccccc1CNC(=O)c1ccc2sc([C@H]3C[C@H](O)[C@@H](CO)O3)nc2c1
 : 5	-9	1	19	-10	6	-1	-4
#10 O=C(c1cccnc1)N1CCC2CC1c1c(Cl)cccc12 (centres undefined)
 : 1	-2	-2	0	-10	10	2	-1
#11 COCC(=O)N1C[C@@H]2[C@H](c3ccccc31)[C@H](CO)N2C(=O)C1CC1
 : 0	-11	0	27	-10	-20[16.7 µM]	1	-2
#12 C[C@H]1CN([C@@H](C)CO)C(=O)c2cccc(N(C)C)c2O[C@@H]1CN(C)Cc1ccc(Cl)c(Cl)c1
 : 1	1	3	-7	-11	5[16.7 µM]	4	1
#13 NC(=O)c1ccccc1N1CCCCC1
 : -5	-4	nt	11	nt	nt	-2	12
#14 Cc1ccc(S(=O)(=O)Nc2nccs2)cc1[N+](=O)[O-]
 : 0	1	nt	2	-4	4	4	7
#15 C=C(C)c1cccc(C(C)(C)NC(=O)NCc2ccc(OC)cc2)c1
 : 2	27	15	nt	nt	nt	-1	7
#16 CC(C)NC(=O)N1[C@@H](CO)[C@@H]2c3ccccc3NC[C@@H]21
 : 5	-24	2	5	-7	0[16.7 µM]	-1	0
#17 CCN(CC)C(=O)Cn1cc(C(=O)C(=O)N2CCN(Cc3ccc4c(c3)OCO4)CC2)c2ccccc21
 : 7	nt	0	9	nt	1	3	nt
#18 COc1ccccc1NCC(=O)NC(=O)NC1CCCCC1
 : 2	-16	-1	-4	0	-2	0	-4
#19 O=C(NCCC1=CCCCC1)c1cc(S(=O)(=O)N2CCOCC2)ccc1Cl
 : -1	nt	nt	-8	nt	nt	1	1
#20 COc1ccc(S(=O)(=O)Nc2ccc3c(c2)C(=O)N([C@H](C)CO)C[C@@H](C)[C@@H](CN(C)S(=O)(=O)c2ccc(F)cc2)OCCCC[C@H](C)O3)cc1
 : nt	22	-1	5	13	10[16.7 µM]	2	-8

Entries 19 through 20 of the list above:
Every second line gives: FN deposition inh	PAX8 inh HTS	Cneo AK release	LGR2 antag	PGC1a acetyl inh	miR122 inh	Casp6 inh	EWS-Fli block
#19 O=C(NCCC1=CCCCC1)c1cc(S(=O)(=O)N2CCOCC2)ccc1Cl
 : -1	nt	nt	-8	nt	nt	1	1
#20 COc1ccc(S(=O)(=O)Nc2ccc3c(c2)C(=O)N([C@H](C)CO)C[C@@H](C)[C@@H](CN(C)S(=O)(=O)c2ccc(F)cc2)OCCCC[C@H](C)O3)cc1
 : nt	22	-1	5	13	10[16.7 µM]	2	-8

Further results follow.
Every second line gives: FN deposition inh	PAX8 inh HTS	Cneo AK release	LGR2 antag	PGC1a acetyl inh	miR122 inh	Casp6 inh	EWS-Fli block
#21 O=S(=O)(NCc1ccc(F)cc1)c1cc(Br)ccc1Br
 : -13	-3	2	-3	5	68	6	-3
#22 O=C(CCNC(=O)c1ccc(Cl)cc1)NCC(c1ccco1)N1CCCCC1 (centres undefined)
 : -2	nt	6	-8	1	-2	3	3
#23 CC1CCCCC1NC(=O)CSc1nnc(C(F)(F)F)n1C (centres undefined)
 : nt	0	0	2	nt	-4	-5	-9
#24 COc1ccc(C(=O)Cn2c(=O)oc3ccc(C)cc32)cc1
 : -7	-17	-4	-10	-15	1	0	-11
#25 Cc1noc(C)c1NC(=O)Nc1ccc2c(c1)C(=O)N(C)[C@@H]1CC[C@H](CC(=O)NCc3ccc(Cl)cc3)O[C@H]1CO2
 : -6	-10	1	6	nt	nt	2	2
#26 C[C@@H]1CN([C@H](C)CO)C(=O)c2cccc(N(C)C)c2O[C@H]1CN(C)C(=O)Nc1ccc2c(c1)OCO2
 : -33	-32	-2	7	21	7[16.7 µM]	-5	-6
#27 COc1ccc(CN(C)C[C@@H]2Oc3ccc(NS(=O)(=O)c4ccccc4)cc3C(=O)N([C@@H](C)CO)C[C@@H]2C)cc1
 : nt	-12	2	-18	-1	-3[16.7 µM]	4	-9
#28 O=C1N=c2ccccc2=C1c1sc(=S)n(NC(=O)c2ccccc2)c1O
 : 2	13	6	0	nt	6	-2	4
#29 CC(C)N1C(=O)CCC1C(=O)O (centres undefined)
 : 0	0	11	12	nt	5	-4	7
#30 CO[C@@H]1CN(C)C(=O)c2ccc(NC(=O)c3cc(C)on3)cc2OC[C@H](C)N(CC2CC2)C[C@@H]1C
 : -6	-4	0	9	-3	nt	-3	-5
#31 CS(=O)(=O)N(CC(=O)N/N=C/c1ccccn1)c1ccc(Oc2ccccc2)cc1
 : -41	-22	1	-5	nt	3	5	2
#32 COC(=O)c1ccc(N2NC(=O)/C(=C/c3cc(OC)c(O)c(OC)c3)C2=O)cc1
 : -11	14	1	nt	2	-3	10	-2
#33 COc1ccccc1NC(=O)N[C@H]1CC[C@H](CC(=O)N2CCC(Cc3ccccc3)CC2)O[C@@H]1CO
 : 0	18	4	-1	6	nt	2	3
#34 N#CC(c1ccc([N+](=O)[O-])cc1)C(CC(=O)c1ccccc1)c1ccccc1 (centres undefined)
 : 0	6	-1	-38	-11	5	2	-8
#35 CC(C)CCN1CCN(Cc2nc(-c3ccccc3)cs2)CC1CCO (centres undefined)
 : -3	4	nt	-11	nt	nt	0	6
#36 O=S(=O)(c1ccccc1F)N1CC[C@H]2[C@H](CO)Nc3ccc(-c4cccc(F)c4)cc3[C@H]21
 : 34*	15	-7	-14	-9	28[16.7 µM]	4	0
#37 C[C@H](CO)N1C[C@H](C)[C@@H](CN(C)Cc2ccc(-c3ccccc3)cc2)Oc2ncc(C#C[C@@H](C)O)cc2C1=O
 : 4&-1	-4&9	1&1	-2&40	-2&-4&-19	0	-7&-1&-1	16&-1&-3
#38 CCOc1ccccc1N1CCN(C(=O)c2ccc(S(=O)(=O)Nc3ccccc3)cc2)CC1
 : 2	-5	-1	28	10	4	0	1
#39 COc1ccc(/C(=C\Nc2ccc(C)c(C)c2)C(C)=O)cc1OC
 : -11	-15	nt	-7	-1	nt	1	-5
#40 CC(=NCCc1c(C)[nH]c2ccc(C)cc12)C1=C(O)CC(c2ccccc2)CC1=O (centres undefined)
 : 11	19	-1	44	nt	-21	nt	nt
#41 CCCN=C1N(CC)C[C@@H]2[C@@H]3C(=O)N(Cc4ccccc4)C(=O)[C@@H]3[C@](C)(C(=O)OC)N12
 : -2	-5	2	9	-1	-2	-4	-17
#42 Cc1ccc(S(=O)(=O)NC(=O)C2(C)CCN2C(=O)c2cccc(F)c2)cc1 (centres undefined)
 : -2	-11	-1	-4	3	-7	-2	-2
#43 CCOc1ccccc1CN1CCC(O)CC1
 : nt	nt	4	-10	11	3	1	2
#44 C[C@@H]1CN([C@H](C)CO)C(=O)Cc2cc(NC(=O)Nc3ccc(C(F)(F)F)cc3)ccc2O[C@@H]1CN(C)Cc1ccc(C(=O)Nc2ccccc2N)cc1
 : nt	nt	3	-3	-5	-24[16.7 µM]	2	16
#45 Cc1c(C(=O)OCC[N+]2(C)CCCCC2)oc2ccccc12
 : nt	13	2	0	-4	-9	-12	0
#46 O=C(N/N=C/c1ccc(Cl)c([N+](=O)[O-])c1)c1cc(-c2ccc3c4c(cccc24)CC3)n[nH]1
 : 0	97*	0	2	-7	8	-8	24
#47 c1ccc(N(c2ccccc2)c2nc(N3CCCC3)nc(-n3ccnc3)n2)cc1
 : 4	-9	7	nt	nt	11	nt	nt
#48 CS(=O)(=O)N1CCCCC1c1cc(C(=O)Nc2ccccc2)no1 (centres undefined)
 : 7	-236	2	-60	1	-3	-2	-49
#49 c1ccc(-c2ccc(C3CCCN3)cc2)cc1 (centres undefined)
 : 3	7	-5	-21	2	2	-5	-14
#50 CS(=O)(=O)c1ccc2nc(NC(=O)Nc3ccccc3F)sc2c1
 : 5	-92	0	-15	5	9	-3	-53
#51 CCCn1nc(C(=O)OCc2nc(N)nc(Nc3ccccc3C)n2)c2ccccc2c1=O
 : 6	-8	-2	-8	-15	-7	0	1
#52 CN1CCN(C(=O)CCN2C(=O)/C(=C/c3cccc(Br)c3)SC2=S)CC1
 : 5	11	3	3	0	9	-7	-21
#53 Cc1cccc(NC(=O)c2cc(S(=O)(=O)N3CCCCC3)c[nH]2)c1C
 : 1	-3	2	-1	-16	-6	0	4
#54 COc1ccc(S(=O)(=O)N(C)C[C@H]2Oc3ccc(NC(=O)Nc4cccc5ccccc45)cc3C(=O)N([C@@H](C)CO)C[C@@H]2C)cc1
 : 19	nt	nt	12	-7	-2[16.7 µM]	nt	3
#55 Cc1ccccc1COC(=O)CN1C(=O)NC2(CCCC2)C1=O
 : -4	0	2	20	nt	nt	4	-7
#56 Cc1nn(C2CCS(=O)(=O)C2)c2nc(C3CC3)cc(C(=O)Nc3ccc(C(N)=O)cc3)c12 (centres undefined)
 : 2	6	nt	-6	nt	nt	-4	-5
#57 Cc1ccoc1C(=O)N1CCN(C(=O)c2occc2C)CC1
 : 4	-23	0	10	0	-5	-3	-3
#58 Cn1c(=O)n(Cc2ccccc2)c(=O)c2c1nc1n2CCCN1C1CCCCC1
 : 5	6	1	3	3	-2	-1	8
#59 COc1cc(/C=N/NC(=O)c2c(-c3ccccc3)noc2C)cc(OC)c1OC
 : -6	2	2	-12	-13	-5	0	5
#60 COc1cccc(CN2CC(C(=O)NCCCCc3ccccn3)CCC2=O)c1 (centres undefined)
 : nt	12	-3	6	5	-1	-3	6
